Screening data as filed in PubChem BioAssay.
TDP1 inh: TDP1 (human) enzyme inhibition | Q9NUW8 | AID 485290 | Potency, µM (titrated, usually from 130 µM), without a hit: top-dose activity change, negative = inhibition, usual class: inhibitors | 350,000 compounds, 0.28% hits | recombinant TDP1, AlphaScreen DNA substrate cleavage; also: nearly all actives have a fitted effect of over 40% in size
Target sequence (Q9NUW8 whole entry, looked up): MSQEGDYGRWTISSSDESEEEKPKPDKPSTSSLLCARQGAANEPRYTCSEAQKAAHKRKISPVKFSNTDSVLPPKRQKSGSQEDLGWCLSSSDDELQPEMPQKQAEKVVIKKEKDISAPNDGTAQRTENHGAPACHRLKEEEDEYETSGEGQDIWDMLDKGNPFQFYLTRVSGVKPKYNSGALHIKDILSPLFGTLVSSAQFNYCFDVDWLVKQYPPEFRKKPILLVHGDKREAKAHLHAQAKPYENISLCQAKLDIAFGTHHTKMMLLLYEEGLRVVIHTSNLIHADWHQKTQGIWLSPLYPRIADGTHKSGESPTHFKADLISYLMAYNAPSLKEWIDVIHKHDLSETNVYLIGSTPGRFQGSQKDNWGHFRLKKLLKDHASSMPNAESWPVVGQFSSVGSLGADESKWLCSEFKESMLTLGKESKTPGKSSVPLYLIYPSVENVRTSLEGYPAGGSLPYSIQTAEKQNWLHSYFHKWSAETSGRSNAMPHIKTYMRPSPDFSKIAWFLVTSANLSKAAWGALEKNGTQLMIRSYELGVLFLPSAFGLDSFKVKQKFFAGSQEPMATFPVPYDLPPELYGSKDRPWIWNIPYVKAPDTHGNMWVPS
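Steps: enzyme plus compound, 15 min RT; add biotin/phosphotyrosine-FITC oligonucleotide (15 nM final), react 5 min; add donor/acceptor beads (10 ug/ml final), 10 min; read AlphaScreen. Tdp1 at 1 nM final.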
DT40 TDP1 CPT: growth inhibition of DT40 Tdp1-/-;hTDP1 cells with camptothecin (screen for TDP1 inhibitors); AID 686979; chicken DT40 Tdp1-/-;hTDP1 cells + 20 nM CPT, ATP luminescence, 48 h; 420,000 compounds, 12% hits; Potency, µM (series often up to 46.2 µM), inactives show at the highest dose activity change, negative = growth inhibition, actives largely listed as inhibitors; also: nearly all actives have a fitted effect of over 55% in size
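Chicken DT40 Tdp1-/- cells stably complemented with human TDP1 were seeded at 400 cells/well in medium containing 20 nM camptothecin, exposed to pin-transferred compounds, and grown at 37 °C for at least 48 hr. Viability was read as ATP luminescence.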
DT40 TDP1 no CPT: qHTS for Inhibitors of human tyrosyl-DNA phosphodiesterase 1 (TDP1): qHTS in cells in absence of CPT; 420,000 compounds, 15% hits; DT40 Tdp1-/- hTDP1 cells, no CPT, ATP luminescence, 48 h; Potency, µM (highest dose often 46.2 µM), inactives show top-dose activity change, negative = growth inhibition, usual class: inhibitors; AID 686978, 2013; also: nearly all actives have a fitted effect of over 55% in size
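Stably hTDP1-transfected Tdp1-null chicken DT40 cells were treated with library compounds minus camptothecin and grown for at least 48 hr at 37 °C, after which cellular ATP was quantified by luminescence.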
The depositor's hits bear a star; u = inconclusive; x = not tested or not shown; [ ] = dose if it differs, or a comment. Calls follow the shape of the dose curve; as a rule, active = well fitted curve in the direction sought with a large enough effect; inconclusive = small, poorly fitted or top-dose-only effect, or another doubt; inactive = no such curve, though single readings can be large; an effect the other way counts as inactive or inconclusive. % is scaled to controls: 0 for no effect and ±100 for the full control effect; potency is read from the fitted curve at half-maximal effect. Rows are unselected. Share with any hit: about 18%.

Molecule | TDP1 inh | DT40 TDP1 CPT | DT40 TDP1 no CPT
CC(C)N(CCNC(=O)C1CCCN(c2ncnc3c2nc2n3CCCCC2)C1)Cc1ccccc1 (stereo not given) | 3% | u | -11%
COc1ccc(C(C(=O)NCC2CCCO2)N(C(=O)CNC(=O)c2cccs2)c2ccccc2C)cc1OC (stereo not given) | 5% | 5% | 7%
CC(C)Nc1ccc(C(CC(N)=O)NC(=O)Cc2ccc(Cl)cc2)cc1[N+](=O)[O-] (stereo not given) | 2% | u | u
CC(=O)C1=C(O)CC(C)(C)CC1=NCc1nc2ccccc2[nH]1 | -14% | u | 16µM*
COc1ccc(C2OCC3(CO2)SC(N)=NC3=O)cc1 (stereo not given) | 2% | 1% | -27%
O=C(CSc1nc(-c2ccc(F)cc2)cs1)NCCN1C(=O)CSC1=O | 5% | 9% | -19%
CCOC(=O)Cc1csc(NC(=O)CN(C)S(=O)(=O)c2ccc3c(c2)CCC(=O)N3)n1 | 8% | u | u
COc1ccc(NC(=O)CCc2c(C)nn(-c3ccc(N4CCOCC4)nn3)c2C)cc1Cl | 6% | -14% | u
O=C(CN1CCOCC1)Nc1ccc(C2CCCCC2)cc1 | -3% | u | u
COC(=O)c1cc(NC(=O)CN2CCOCC2)cc(C(=O)OC)c1 | 0% | -9% | -11%
CCc1cccc(CC)c1NC(=O)COC(=O)CC1c2ccccc2CCN1S(=O)(=O)c1ccc(F)cc1 (stereo not given) | 4% | u | 23µM*
Cc1ccc2nc3c(cc(C(=O)NC4CCCC4)c(=N)n3C3CCCCC3)c(=O)n2c1 | x | u | u
CC(C)C[C@H](NC(=O)N1CCCCCC1)C(=O)N[C@H](Cc1cn(C)c2ccccc12)C(=O)N[C@H](Cc1ccccn1)C(=O)O | 10% | -2% | 0%
CCOC(=O)[C@@H]1[C@H]2COc3ccc(Br)cc3[C@H]2N2C(=O)N(c3ccc(C)cc3)C(=O)[C@@]12C | 0% | u | 21µM*
O=S1(=O)CC(N2CCCCC2)CN1CCc1ccccc1 (stereo not given) | x | u | -23%
Cc1c(NC(=O)C(C)OC(=O)c2cccnc2)c(=O)n(-c2ccccc2)n1C (stereo not given) | 4% | 13% | 5%
CCN1C(C(=O)c2ccccc2)=C(OC(=O)COc2ccccc2)c2ccccc2S1(=O)=O | 0% | u | 16µM*
Cc1cccc(NC(=O)NC2(C)CCS(=O)(=O)C2)c1 (stereo not given) | 9% | 25% | 22%
COC(=O)C1=C(C(=O)OC)[C@@H]2N(Cc3ccccc3)c3ccccc3[C@@]23C[C@@H](C(=O)OC)N(C(=O)NC2CCCCC2)C3=N1 | x | -21% | -10%
CC1CCc2onc(C(=O)O)c2C1 (stereo not given) | 1% | 4% | 1%
C/C(=N\NC(=O)c1sccc1C)c1cccnc1 | 5%[56.1 µM] | u | -16%
O=C(CCC(=O)OCC(=O)c1ccccc1)NC1CCCCC1 | -2% | -12% | -10%
CC1(C)C2CCC1(C)C(Nc1ccccc1)C2 (stereo not given) | 6% | u | 2%
COc1cccc(Nc2c(Nc3cccc(OC)c3)c(=O)c2=O)c1 | x | 4% | 4%
Cc1ccc(NC(=O)C2CCN(S(=O)(=O)c3ccc4c(c3)NC(=O)C(C)S4)CC2)cc1Cl (stereo not given) | 2% | 1.3µM* | 1.2µM*
Cc1ccc(/C=C2/NC(=O)N(Cc3ccccc3)C2=O)o1 | 5% | 16µM* | 23µM*
COc1cccc(CC(=O)Nc2cc(C(F)(F)F)ccc2N2CCCC2)c1 | 3% | u | u
COc1ccc(NC(=O)COC(=O)CC2CCCCC2)cc1 | -4% | -4% | 7%
Cc1ccc(C)c(N2CCN(C(=O)CCCCn3c(=O)[nH]c4ccccc4c3=O)CC2)c1 | 5% | 16µM* | 21µM*
O=C(/C=C/c1ccc(O)c(O)c1)c1ccc(S(=O)(=O)N2CCCCCC2)cc1 | 9% | 4.6µM* | 5.2µM*
CCCN(C(=O)CCc1nc(-c2ccccc2F)no1)c1ccc(CC)cc1 | -8% | -99% | u
CC(C)[C@H](NC(N)=O)C(=O)NNC(=O)COc1cccc(C(F)(F)F)c1 | x | -14% | -14%
Cc1nc(N2CCCCC2)c2c(C)c(C(=O)Nc3ccccc3C(F)(F)F)sc2n1 | -8% | 2.1µM* | 2.9µM*
Cc1ccc(NC(=O)c2c(-c3ccccc3)noc2C)nc1 | -2% | u | u
COc1ccc(C(=O)NCCCCCC(=O)N/N=C/c2ccco2)cc1OC | 5% | 16% | u
Cc1nn(-c2ccccc2)c(C)c1/C=N/N1CCN(c2ccccc2)CC1 | 0% | u | u
Cc1ccc(CCCOC(=O)C[N+]2(C)CCCC2)cc1 | -5% | u | -12%
Cc1ccc(C)c(NC(=O)COC(=O)c2c(-c3ccccc3)noc2C)c1 | x | -4% | -7%
CCOc1ccc(C(=O)NN2C(=S)NC(C)(C)C=C2C)cc1 | x | 13% | -4%
CCOc1ccc(NC(=O)c2cccc3ccccc23)cc1 | 5% | 12µM* | 8.2µM*
CCc1sc(C(=O)Nc2ccc3c(c2)OCO3)cc1C | 4% | -3% | u
CCN(C[C@H]1N[C@@](CC)(C(=O)OC)[C@H]2C(=O)N(C)C(=O)[C@@H]12)C(=O)c1ccccc1 | 1% | -12% | -5%
CCC(=O)Nc1nc(C)c(C(=O)Nc2cccc(Cl)c2)s1 | x | u | u
COc1ccccc1-n1c(SCC(=O)c2ccc(O)cc2O)nc2cc([N+](=O)[O-])ccc21 | 8% | -19% | u
Cc1ccc(Cl)cc1N1CCN(C(=O)C2CCN(S(=O)(=O)c3cn(C)cn3)CC2)CC1 | -1% | u | u

5 structures already listed, ordered by count of non-hydrogen atoms, smallest number first.
Molecule | TDP1 inh | DT40 TDP1 CPT | DT40 TDP1 no CPT
CCC(=O)Nc1nc(C)c(C(=O)Nc2cccc(Cl)c2)s1 | x | u | u
COc1cccc(Nc2c(Nc3cccc(OC)c3)c(=O)c2=O)c1 | x | 4% | 4%
CC(C)[C@H](NC(N)=O)C(=O)NNC(=O)COc1cccc(C(F)(F)F)c1 | x | -14% | -14%
COc1cccc(CC(=O)Nc2cc(C(F)(F)F)ccc2N2CCCC2)c1 | 3% | u | u
CC(C)N(CCNC(=O)C1CCCN(c2ncnc3c2nc2n3CCCCC2)C1)Cc1ccccc1 (stereo not given) | 3% | u | -11%

Later entries
Molecule | TDP1 inh | DT40 TDP1 CPT | DT40 TDP1 no CPT
CC(C)Oc1ccc(C(=O)Nc2ccc3c(c2)n(C)c(=O)n3C)cc1 | x | -3% | -21%
Cc1ccccc1NC(=O)CSc1nc2c(c(-c3ccco3)c1C#N)CCCC2 | -4% | u | -16%
C[C@H](CO)N1C[C@H](C)[C@@H](CN(C)S(=O)(=O)c2cccs2)Oc2ccc(NS(=O)(=O)c3cn(C)cn3)cc2C1=O | 1% | 7% | 7%
Cc1ccc(/C=C/c2onc(C)c2S(=O)(=O)N2CCC(C(=O)Nc3cc(C)ccc3C)CC2)cc1 | 5% | -16% | -15%
Cc1ccc(-c2cc(C(=O)N3CCCc4ccccc43)no2)cc1 | -9% | -4% | 3%
CCC(=O)Nc1cccc(NC(=O)CSc2nnc(-c3ccc(NS(C)(=O)=O)cc3)n2CC)c1 | 6% | 1% | 20%
CCOc1ccc(N2C(=O)/C(=C/c3cc(OC)c(OC)c(OC)c3)N(CC(=O)OC)C2=S)cc1 | 4% | u | 18µM*
COc1ccc(-n2c(SCC(=O)N3CCc4ccccc43)nc3c([nH]c4ccccc43)c2=O)cc1 | -1% | u | -23%
CCCCOc1ccc(S(=O)(=O)N2CCCCC2)cc1 | -20% | u | u
CC/C(C)=C1\SC(N2CCN(C(C)=O)CC2)=NC1=O | 4% | -23% | -15%
CC(C)c1ccc(NC(=O)c2ccc3c(c2)CCN3S(C)(=O)=O)cc1 | x | 21µM* | 8.2µM*
Cc1ccccc1COC(=O)CCCC1=NS(=O)(=O)c2ccccc2N1 | 5% | -10% | 11%
CCCOc1ccc(C(CC(=O)O)NC(=O)C(c2ccccc2)c2ccccc2)cc1 (stereo not given) | 4% | -23% | -26%
COCC(=O)Nc1nnc(C2CCCCC2)s1 | 7% | -27% | -3%
Cc1ccc(S(=O)(=O)NN2C(=O)c3ccccc3NC2(C)C)cc1 | 1% | -22% | -11%
Cc1cc2nnc(SCC(=O)Nc3cccc(S(=O)(=O)N4CCOCC4)c3)n2c2ccccc12 | 3% | -15% | u
Cn1cccc1C(=O)N1CCC[C@@]2(CCN(C(c3ccccc3)c3ccccc3)C2)C1 | x | u | u
O=C(CCC1CCCN(C(=O)c2cc3ccccc3o2)C1)NCc1ccc(F)c(F)c1 (stereo not given) | x | 16µM* | 16µM*
CCCCCCCNc1ccc(/C=C/c2ccnc3ccccc23)cc1 | x | u | 10µM*
O=C1CC(Cc2ccccc2)C(=O)N1c1ncccn1 (stereo not given) | -6% | 28% | -18%
COC(=O)c1sc(Nc2ccccc2)nc1C | 4% | -18% | -10%
Cc1csc2nc(CSc3ccc(Cl)cc3)cn12 | 5% | u | 23µM*
CN(C)NC(=S)Nc1ccc(Cl)cc1 | 3% | -14% | -7%
Cc1cnc(C(=O)OCC(=O)N(CC(C)C)C2CCS(=O)(=O)C2)cn1 (stereo not given) | -1% | -3% | 1%
COc1cc(C)ccc1OCc1cc(C(=O)N(C)CCCN2CCOCC2)no1 | 1% | 2% | 3%
Cc1onc(-c2ccccc2)c1C(=O)NCc1ccc(Cl)cc1 | x | -28% | -19%
COc1ccc(-c2nc(NC(=O)Cn3cnnn3)sc2C)cc1 | 8% | 10% | 6%
COc1ccc(Cc2nc3ccc(C(=O)NCC4COCCO4)cc3o2)cc1OC (stereo not given) | 0% | -9% | 9%
COc1ccc(NC(=O)COC(=O)C23CCC(=O)N2c2ccccc2S3)cc1 (stereo not given) | 0% | -7% | -4%
Cc1cccc(NC(=O)c2sc(-n3nc(C)c(CCC(C)C)c3C)nc2C)c1 | 1% | u | u

Some of the entries above, reformatted.
> Cc1ccc(C)c(NC(=O)COC(=O)c2c(-c3ccccc3)noc2C)c1
  TDP1 inh = x
  DT40 TDP1 CPT = -4%
  DT40 TDP1 no CPT = -7%

> CCOc1ccc(C(=O)NN2C(=S)NC(C)(C)C=C2C)cc1
  TDP1 inh = x
  DT40 TDP1 CPT = 13%
  DT40 TDP1 no CPT = -4%

Going on with the list:
Molecule | TDP1 inh | DT40 TDP1 CPT | DT40 TDP1 no CPT
Cc1c(NC(=O)C(C)Oc2ccc(Br)cc2Cl)c(=O)n(-c2ccccc2)n1C (stereo not given) | x | -24% | -11%
CCCCCOc1ccc(CSCCNC(=S)Nc2ccccc2)cc1 | -3% | -14% | -28%
Cc1ccc(S(=O)(=O)CC2CSc3nnc(C)c(=O)n32)cc1 (stereo not given) | -3% | -6% | -14%
COc1cccc(NC(=O)COc2ccc(Br)c(C)c2)c1 | x | -4% | -9%
Cn1c(-c2ccccc2)c(C(=O)CCl)c2ccccc21 | 8% | 2.6µM* | 3.3µM*
N#Cc1ccccc1Cn1c(=O)n(CCCC(=O)NCc2ccc3c(c2)OCO3)c(=O)c2sccc21 | -1% | u | u
Cc1ccc(C(C)n2cc(C(=O)NCCN3CCN(C)CC3)nn2)cc1 (stereo not given) | 3% | -18% | 0%
O=C(NCc1ccc2c(c1)OCO2)C1CCC(CNS(=O)(=O)c2ccccc2)CC1 (stereo not given) | 0% | 1% | -26%
Cc1cccc(NS(=O)(=O)c2ccc3oc(=O)ccc3c2)c1C | x | u | -29%
CCN(CC)CCN1C(=O)C(=O)/C(=C(/O)c2c(C)[nH]c(C(=O)OC)c2C)C1c1cccc(OC)c1 (stereo not given) | -4% | 3% | -7%
Cc1cc(C)c(NC(=O)CCc2c(C)nc3c(c(C)nn3C(C)(C)C)c2C)c(C)c1 | 5% | u | u
O=C(CNc1cccc([N+](=O)[O-])c1)NC(=O)NC1CCCCC1 | 4% | 15µM* | u
CCOC(=O)c1c(NC(=O)c2cccs2)sc(C)c1C | 4% | 7% | -4%
CCOc1ccc(C/C(O)=C2\C(=O)CC(C)(C)CC2=NCC(=O)O)cc1OCC | 2% | 22% | -1%
